Screening data deposited in PubChem BioAssay by National Center for Advancing Translational Sciences (NCATS).
aGlu spleen mod – inhibitors or activators of human alpha-glucosidase in spleen homogenate. human spleen homogenate, 4-MU-alpha-glucoside fluorescence. Potency, µM (series often up to 79.9 µM), inactives show at the highest dose activity change, negative = inhibition, actives largely listed as inhibitors. hit rate 0.006% among 240,000. AID 2112;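 also: potency is read from the fitted curve at half-maximal effect; 0% = enzyme with vehicle and -100% = no enzyme basal signal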
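Human spleen homogenate (1 ug) with 4-methylumbelliferyl-alpha-D-glucopyranoside (1 mM final) in 50 mM citrate/phosphate pH 5.0, 0.01% Tween-20; 40 min at 37 C. Stopped at pH 10; 4-MU fluorescence Ex 365/Em 440 nm; AC50 by Hill fit.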
LMNA splice mod – modulators of lamin A splicing; HeLa LMNA splicing GFP/RFP minigene ratio, 48 h; Potency, µM (series often up to 46.1 µM), for the others: top-dose ratio change, negative = inhibition, hits mostly inhibitors; hit rate 0.01% among 200,000; AID 1487; active = well fitted inhibition curve with a large enough effect in the signal ratio, with a control signal flat, not every such curve was filed as active; inconclusive = small, poorly fitted or top-dose-only effect, or effect the other way, or a change in a side signal; the % refers to the signal ratio; also: potency is read from the fitted curve at half-maximal effect; % is scaled to controls: 0 for no effect and ±100 for the full control effect
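S3 HeLa stable clones carrying a lamin A-EGFP splicing minigene plus DsRed2 were seeded at 600 cells/well in Opti-MEM with 2% FBS, pin-dosed and incubated 48 h at 37°C. Acumen cytometry (488 nm) gave the GFP/RFP total-intensity ratio.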
HTT ATP protect – protects HTT-Q103 PC12 cells, measured by ATP; PC12 HTT-Q103 induced, cytoprotection, ATP luminescence, 40 h; Potency, µM (doses to about 56.4 µM), for the others: cytoprotection (ATP increase), hits mostly activators; hit rate 0.14% among 230,000;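 also: potency is read from the fitted curve at half-maximal effect; % of control where 0% means no effect; nearly all actives have a fitted effect of over 45% in size; toxic huntingtin expression switched on by the ecdysone agonist tebufenozide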
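Quantitative HTS on tebufenozide-induced (100 nM) PC12 cells expressing HTTQ103 exon 1–GFP; compounds tested as a concentration series; survival measured via cellular ATP.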
HttQ103 aggreg – mutant huntingtin aggregation inhibition; PC12 HttQ103-GFP aggregates, Acumen cytometry, 40 h; Potency, µM (doses to about 46.1 µM), without a hit: top-dose activity change, negative = inhibition, usual class: inhibitors; hit rate 1.1% among 220,000; also: potency is read from the fitted curve at half-maximal effect; % is scaled to controls: 0 for no effect and ±100 for the full control effect; nearly all actives have a fitted effect of over 60% in size
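Aggregates are detected as GFP objects 1–25 µm with signal 6 STDEV over background in lysates of induced PC12 cells. These carry Huntingtin exon 1 with 103 glutamines fused to GFP under an ecdysone promoter; compounds titrated.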
GAA inhib – inhibitors of human lysosomal alpha-glucosidase | AID 1466 | Potency, µM (highest dose often 76.9 µM), for inactives: at the top dose activity change, negative = inhibition, usual class: inhibitors | P10253 | purified human GAA, 4-MU-alpha-glucoside fluorescence | hit rate 0.005% among 200,000;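 also: potency is read from the fitted curve at half-maximal effect; plate controls were uninhibited enzyme wells for no effect and no-enzyme background for full effect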
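Read-out is 4-methylumbelliferone fluorescence (Ex 365/Em 440 nm) after NaOH/glycine stop at pH 10. Enzyme 4 nM, substrate 400 uM, pH 5.0 citrate buffer, 20 min room temperature; AC50 from Hill-equation concentration-response.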
CBFb RUNX1 block – CBF-beta/RUNX1 interaction disruption; Potency, µM (top dose mostly 59.8 µM), for the others: top-dose activity, negative = inhibition, most hits filed as inhibitors; Q01196+Q13951; 230,000 tested, under 10 active; AlphaScreen CBFb-His/RUNX1-biotin binding, biochemical; also: % of control where 0% means no effect
Target sequence (Q01196 whole entry, looked up): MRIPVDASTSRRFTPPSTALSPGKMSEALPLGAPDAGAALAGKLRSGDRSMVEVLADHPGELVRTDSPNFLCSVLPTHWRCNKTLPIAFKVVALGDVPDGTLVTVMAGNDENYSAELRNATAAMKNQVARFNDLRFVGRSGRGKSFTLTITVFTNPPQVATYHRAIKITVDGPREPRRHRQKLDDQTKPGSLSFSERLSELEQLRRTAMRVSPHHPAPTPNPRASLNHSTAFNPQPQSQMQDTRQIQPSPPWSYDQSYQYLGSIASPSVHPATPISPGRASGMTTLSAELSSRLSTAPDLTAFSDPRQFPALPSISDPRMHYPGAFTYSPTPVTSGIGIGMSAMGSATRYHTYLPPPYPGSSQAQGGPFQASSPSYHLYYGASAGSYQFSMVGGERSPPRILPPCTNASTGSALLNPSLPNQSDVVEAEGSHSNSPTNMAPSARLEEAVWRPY
Target sequence (Q13951 whole entry, looked up): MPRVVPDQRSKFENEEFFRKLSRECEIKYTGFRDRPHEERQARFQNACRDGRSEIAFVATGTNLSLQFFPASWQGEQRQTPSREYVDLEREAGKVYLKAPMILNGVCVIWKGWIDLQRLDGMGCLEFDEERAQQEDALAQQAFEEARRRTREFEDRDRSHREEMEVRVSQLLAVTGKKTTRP
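Compounds were screened at multiple concentrations against a preformed CBF-beta(His)/RUNX1(biotin) complex (30 nM of each) for 15 min at room temperature, followed by 90 min with nickel and streptavidin beads and AlphaScreen reading.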
GAA glycogen – GAA glycogen-cleavage inhibition or activation; P10253; recombinant GAA, glycogen substrate, Amplex Red glucose oxidase fluorescence; Potency, µM (titrated, usually from 76.4 µM), inactives show at the highest dose activity change, negative = inhibition, most hits filed as inhibitors; hit rate 0.38% among 300,000;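 also: potency is read from the fitted curve at half-maximal effect; 0% = full enzyme reaction and -100% = no-enzyme basal signal; the screen sought inhibitors and activators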
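Recombinant enzyme (4 nM final) with compounds titrated up to 77 uM and bovine liver glycogen (30 ug) in citrate pH 5.0, 0.01% Tween-20, 37 C 40 min. Released glucose detected by Amplex Red/glucose oxidase (Ex 573/Em 610); AC50 from Hill fits.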
Active calls of the source: *; & = joins results of further samples; [ ] = dose if it differs, or a comment. Unless noted, calls follow the shape of the dose curve; as a rule, active = well fitted curve in the direction sought with a large enough effect; inconclusive = small, poorly fitted or top-dose-only effect, or another doubt; inactive = no such curve, though single readings can be large; an effect the other way counts as inactive or inconclusive.

Screening CCc1ccc(S(=O)(=O)NC(=S)Nc2ccccc2)cc1 returned aGlu spleen mod 3%, HTT ATP protect inconclusive, HttQ103 aggreg 17%, GAA inhib 2%, CBFb RUNX1 block -2% and GAA glycogen -15%.
COc1cc(CNC(C)(C)C)ccc1OCC(=O)NC(C)(C)C was read as aGlu spleen mod -2%, HTT ATP protect -18%, HttQ103 aggreg -2%, GAA inhib -6%, CBFb RUNX1 block 7% and GAA glycogen 6%.
Screening O=C(C[n+]1ccccc1)N/N=C/c1cccs1 returned aGlu spleen mod -8%, LMNA splice mod 7%[9.22 µM], HTT ATP protect -1%, HttQ103 aggreg -4%, GAA inhib 2%, CBFb RUNX1 block 3% and GAA glycogen -2%.
Cc1cc(C)nc(NC(=O)c2ccc(C)c([N+](=O)[O-])c2)n1 was read as aGlu spleen mod 3%, LMNA splice mod -4%, HTT ATP protect -4%[10 µM], HttQ103 aggreg -14%, GAA inhib 1%, CBFb RUNX1 block 17% and GAA glycogen 4%.
O=C(CSc1ccc(-c2ccco2)nn1)NCCc1ccccc1 was read as aGlu spleen mod -4%, HTT ATP protect -12%, HttQ103 aggreg -4%, GAA inhib -2%, CBFb RUNX1 block inconclusive and GAA glycogen 8%.
CCNC(=O)CC1C(=O)N(c2ccccc2)C(=O)N1CCC(C)C (centres undefined) was read as aGlu spleen mod 0%, LMNA splice mod 3%, HTT ATP protect 37%, HttQ103 aggreg -15%, GAA inhib -6%, CBFb RUNX1 block 2% and GAA glycogen 12%.
`Nc1cccnc1Sc1cccc(Cl)c1` gave aGlu spleen mod -2%, LMNA splice mod 6%, HTT ATP protect -10%, HttQ103 aggreg -13%, GAA inhib -11%, CBFb RUNX1 block -2% and GAA glycogen 10%.
`CSC1CCCCC1(O)CSc1nc2c(cc1C#N)CCCC2` (centres undefined) gave aGlu spleen mod 0%, LMNA splice mod 14%, HTT ATP protect 1%[1.9 µM], HttQ103 aggreg 14%, GAA inhib -11%, CBFb RUNX1 block 2% and GAA glycogen 6%.
COC(CNc1cc(=O)oc2ccccc12)OC was read as aGlu spleen mod -7%, LMNA splice mod -1%, HTT ATP protect 13%, HttQ103 aggreg 20%, GAA inhib -7%, CBFb RUNX1 block 3% and GAA glycogen 0%.
`COc1cccc(C2/C(=C(\O)c3ccc(OC)c(OC)c3)C(=O)C(=O)N2c2cc(C)on2)c1` (centres undefined) gave aGlu spleen mod -27%, LMNA splice mod 5%, HTT ATP protect -3%, HttQ103 aggreg 3%, GAA inhib -1%, CBFb RUNX1 block 2% and GAA glycogen 6%.
For CC(C)OCCCNc1ncnc2c1[nH]c1ccccc12 the results were aGlu spleen mod -3%, LMNA splice mod inconclusive, HTT ATP protect 19%[1.9 µM], HttQ103 aggreg 7.1µM*, GAA inhib -7%, CBFb RUNX1 block -2% and GAA glycogen -7%.
For COCCNC(=O)CCCCCn1c(=S)[nH]c2ccccc2c1=O the results were aGlu spleen mod -18%, LMNA splice mod 15%, HTT ATP protect -9%, HttQ103 aggreg -4%, GAA inhib -1%, CBFb RUNX1 block -1% and GAA glycogen 0%.
CC(Sc1nc2ccccc2[nH]1)C(=O)O (centres undefined) was read as aGlu spleen mod 3%, LMNA splice mod 8%, HTT ATP protect -9%, HttQ103 aggreg -2%, GAA inhib -3%, CBFb RUNX1 block 4% and GAA glycogen 0%.
For CCCS(=O)(=O)N1CCC(C(=O)N2CCc3ccccc3C2)CC1 the results were aGlu spleen mod 4%, LMNA splice mod 5%, HTT ATP protect -3%, HttQ103 aggreg 8%, GAA inhib 3%, CBFb RUNX1 block -3% and GAA glycogen -6%.
`O=C(CSc1nnc(Cn2cnc3ccccc32)o1)c1ccccc1` gave aGlu spleen mod 4%, LMNA splice mod inconclusive, HTT ATP protect -27%[10 µM], HttQ103 aggreg -20%, GAA inhib -3%, CBFb RUNX1 block 2% and GAA glycogen -2%.
Screening CC(C)Cc1nc2sc3c(c2c(=O)n1N)CC(C(C)C)OC3 (centres undefined) returned aGlu spleen mod 0%, HTT ATP protect -5%[10 µM], HttQ103 aggreg -11%[9.22 µM], CBFb RUNX1 block 10% and GAA glycogen -7%.
Screening CC(=O)c1c(C)n(-c2ccccc2)c2ccc(OCC(N)=O)cc12 returned aGlu spleen mod -6%, LMNA splice mod 2%[46 µM], HTT ATP protect -5%[10 µM], HttQ103 aggreg -23%[9.22 µM], GAA inhib inconclusive, CBFb RUNX1 block -2% and GAA glycogen 14%.
`COc1ccc(S(N)(=O)=O)cc1C(=O)NCCCN1CCN(c2ccccc2OC)CC1` gave aGlu spleen mod 2%, LMNA splice mod 1%, HttQ103 aggreg 8%, GAA inhib -2%, CBFb RUNX1 block 6% and GAA glycogen 0%.
Screening CCCC[C@@H]1C[C@H]1[C@@H](NP(=O)(c1ccccc1)c1ccccc1)c1ccccc1OC returned aGlu spleen mod -10%, HTT ATP protect -145%[inhibitor] and CBFb RUNX1 block 1%.
Cc1ccc(-c2nnc(-n3ncc(C#N)c3N)c3ccccc23)cc1C was read as aGlu spleen mod -3%, LMNA splice mod -10%, HTT ATP protect -7%[10 µM], HttQ103 aggreg 21%, GAA inhib -5%, CBFb RUNX1 block 1% and GAA glycogen -2%.
`CC(=O)c1ccc(NC(=O)C2CC(=O)N(Cc3ccccc3)C2)cc1` (centres undefined) gave aGlu spleen mod -17%, LMNA splice mod inconclusive, HTT ATP protect -6%, HttQ103 aggreg 12%, GAA inhib 1%, CBFb RUNX1 block 4% and GAA glycogen 8%.
For CCc1ccc(NC(=O)C(=O)N/N=C(\C)CC(=O)NCc2ccc(Cl)cc2)cc1 the results were HTT ATP protect -43%[inhibitor], HttQ103 aggreg -8%, GAA inhib -6%, CBFb RUNX1 block -19% and GAA glycogen -12%.
Cn1nnc(NCc2cc(Br)ccc2OCc2cccs2)n1 was read as aGlu spleen mod -9%, LMNA splice mod 2%, HTT ATP protect 3%, HttQ103 aggreg 7%, GAA inhib 2%, CBFb RUNX1 block 2% and GAA glycogen -6%.
`NC(=O)c1nnsc1-c1ccc(-c2snnc2C(N)=O)cc1` gave aGlu spleen mod 4%, HTT ATP protect 5%[10 µM], HttQ103 aggreg -13%[9.22 µM], GAA inhib -1%, CBFb RUNX1 block 15% and GAA glycogen 0%.

Among those listed so far, these have a cyano group:
`CSC1CCCCC1(O)CSc1nc2c(cc1C#N)CCCC2` (centres undefined) gave aGlu spleen mod 0%, LMNA splice mod 14%, HTT ATP protect 1%[1.9 µM], HttQ103 aggreg 14%, GAA inhib -11%, CBFb RUNX1 block 2% and GAA glycogen 6%.
Cc1ccc(-c2nnc(-n3ncc(C#N)c3N)c3ccccc23)cc1C was read as aGlu spleen mod -3%, LMNA splice mod -10%, HTT ATP protect -7%[10 µM], HttQ103 aggreg 21%, GAA inhib -5%, CBFb RUNX1 block 1% and GAA glycogen -2%.

Additional results.
Screening C/C(=N\NC(=O)C(c1ccccc1)c1ccccc1)c1ccccn1 returned aGlu spleen mod 0%, LMNA splice mod inconclusive, HttQ103 aggreg 0%, GAA inhib -9%, CBFb RUNX1 block -21% and GAA glycogen -10%.
`COC(=O)c1cccc(NC(=O)CSc2nc3cccnc3n2C)c1` gave aGlu spleen mod -3%, LMNA splice mod inconclusive, HTT ATP protect -2%, HttQ103 aggreg -2%, GAA inhib -2%, CBFb RUNX1 block 4% and GAA glycogen -13%.
O=C(Cn1nc(C(F)(F)F)c2c1CCCCC2)N1CCOCC1 was read as aGlu spleen mod 1%, LMNA splice mod -7%, HTT ATP protect -5%[0.074 µM], HttQ103 aggreg 2%, GAA inhib -4%, CBFb RUNX1 block 2% and GAA glycogen 1%.
CCS(=O)(=O)N1CCC(C(=O)NCc2ccco2)CC1 was read as aGlu spleen mod 5%, LMNA splice mod 2%, HTT ATP protect -9%, HttQ103 aggreg 5%, GAA inhib 0%, CBFb RUNX1 block 2% and GAA glycogen 3%.
Screening CC(=O)NCCNC(=O)c1ccc(-n2c(C)ccc2C)cc1 returned aGlu spleen mod 1%, LMNA splice mod inconclusive, HTT ATP protect inconclusive, HttQ103 aggreg -15%, GAA inhib 5%, CBFb RUNX1 block 3% and GAA glycogen 5%.
`COc1cc(O)c(C(CC(=O)N2CCCC(C)C2)c2cc(OC)c(OC)c(OC)c2)c(OC)c1` (centres undefined) gave aGlu spleen mod 3%&2%, HTT ATP protect -5%[10 µM], HttQ103 aggreg 5%[9.22 µM], CBFb RUNX1 block 9%&6% and GAA glycogen 4%.
For O=C(NC1CCCC1)C(c1ccccc1)N(Cc1ccc2c(c1)OCO2)C(=O)Cc1cccs1 (centres undefined) the results were aGlu spleen mod 3%, LMNA splice mod inconclusive, HTT ATP protect 4%[1.9 µM], HttQ103 aggreg -23%, GAA inhib -4%, CBFb RUNX1 block 6% and GAA glycogen 3%.
For CC(=O)c1c(N2CCN(C)CC2)nc(=S)n(-c2cc(C)ccc2C)c1C the results were aGlu spleen mod -12%, HttQ103 aggreg 11%, GAA inhib 2%, CBFb RUNX1 block -8% and GAA glycogen 6%.
CC(C)C[C@H](NC(=O)c1nc[nH]c1C(=O)N[C@@H](CCCCNC(=O)OC(C)(C)C)C(=O)OC(C)(C)C)C(=O)OC(C)(C)C was read as aGlu spleen mod -5%, HTT ATP protect -18%[10 µM], HttQ103 aggreg -16%[9.22 µM], CBFb RUNX1 block 18% and GAA glycogen -11%.
COC(=O)C(C)Sc1nnc(-c2ccncc2)o1 (centres undefined) was read as aGlu spleen mod -17%, LMNA splice mod 4%, HTT ATP protect 13%, HttQ103 aggreg -22%, GAA inhib -2%, CBFb RUNX1 block 5% and GAA glycogen -1%.
COc1ccccc1-n1c(SCC(=O)NC(C)(C)C)nc(O)cc1=O was read as aGlu spleen mod 0%, LMNA splice mod -1%, HTT ATP protect 5%, HttQ103 aggreg 4%, GAA inhib -4%, CBFb RUNX1 block 3% and GAA glycogen -5%.

Two entries drawn at random from the list so far, as already listed:
For CC(=O)c1c(N2CCN(C)CC2)nc(=S)n(-c2cc(C)ccc2C)c1C the results were aGlu spleen mod -12%, HttQ103 aggreg 11%, GAA inhib 2%, CBFb RUNX1 block -8% and GAA glycogen 6%.
For O=C(NC1CCCC1)C(c1ccccc1)N(Cc1ccc2c(c1)OCO2)C(=O)Cc1cccs1 (centres undefined) the results were aGlu spleen mod 3%, LMNA splice mod inconclusive, HTT ATP protect 4%[1.9 µM], HttQ103 aggreg -23%, GAA inhib -4%, CBFb RUNX1 block 6% and GAA glycogen 3%.
